Screens from PubChem BioAssay.
TDP1 cell noCPT = qHTS for Inhibitors of human tyrosyl-DNA phosphodiesterase 1 (TDP1): qHTS in cells in absence of CPT; 420,000 tested, 15% active; DT40 Tdp1-/- hTDP1 cells, no CPT, ATP luminescence, 48 h; Potency, µM (highest dose often 46.2 µM), inactives show at the top dose activity change, negative = growth inhibition, most hits filed as inhibitors; further: nearly all actives have a fitted effect of over 55% in size
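Chicken DT40 Tdp1-/- cells complemented with human TDP1, screened without camptothecin (DMSO vehicle only), 400 cells/well. Compounds pin-transferred, cells incubated at 37 °C for at least 48 hr. Growth read as ATP-dependent luminescence (CellTiter-Glo, 30 min at RT).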
TDP1 block = TDP1 (human) enzyme inhibition. Q9NUW8. recombinant TDP1, AlphaScreen DNA substrate cleavage. Potency, µM (highest dose often 130 µM), without a hit: at the top dose activity change, negative = inhibition, hits mostly inhibitors. 350,000 tested, 0.28% active. AID 485290; further: nearly all actives have a fitted effect of over 40% in size
Target sequence (Q9NUW8 whole entry, looked up): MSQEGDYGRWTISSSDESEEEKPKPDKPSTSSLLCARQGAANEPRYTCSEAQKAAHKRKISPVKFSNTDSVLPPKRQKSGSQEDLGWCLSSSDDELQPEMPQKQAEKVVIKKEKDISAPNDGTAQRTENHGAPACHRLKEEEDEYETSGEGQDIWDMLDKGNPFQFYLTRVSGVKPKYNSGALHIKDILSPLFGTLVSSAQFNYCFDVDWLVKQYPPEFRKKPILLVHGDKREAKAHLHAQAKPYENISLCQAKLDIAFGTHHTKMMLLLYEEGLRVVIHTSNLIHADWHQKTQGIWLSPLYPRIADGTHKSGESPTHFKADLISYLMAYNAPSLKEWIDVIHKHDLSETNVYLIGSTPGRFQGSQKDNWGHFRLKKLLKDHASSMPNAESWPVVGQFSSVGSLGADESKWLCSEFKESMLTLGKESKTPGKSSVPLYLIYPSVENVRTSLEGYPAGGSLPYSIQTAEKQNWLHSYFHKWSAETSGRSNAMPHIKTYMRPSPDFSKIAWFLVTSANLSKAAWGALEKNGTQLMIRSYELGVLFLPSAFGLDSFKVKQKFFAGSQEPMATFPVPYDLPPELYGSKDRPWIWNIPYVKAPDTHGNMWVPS
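Here, a 5' biotin and 3' phosphotyrosine-FITC DNA oligonucleotide reports Tdp1 activity: intact substrate bridges AlphaScreen beads, while cleavage leaves a 3' phosphate and drops signal. All incubations at room temperature.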
TDP1 cell CPT = DT40-hTDP1 cell growth loss with CPT; chicken DT40 Tdp1-/-;hTDP1 cells + 20 nM CPT, ATP luminescence, 48 h; Potency, µM (doses to about 46.2 µM), inactives show top-dose activity change, negative = growth inhibition, usual class: inhibitors; 420,000 tested, 12% active; further: nearly all actives have a fitted effect of over 55% in size
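Chicken DT40 Tdp1-/- cells stably complemented with human TDP1 were seeded at 400 cells/well in medium containing 20 nM camptothecin, exposed to pin-transferred compounds, and grown at 37 °C for at least 48 hr. Viability was read as ATP luminescence.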
* hit, by the source's call; u = inconclusive; x = not tested or not shown; & = joins results of further samples; [ ] = remark or other dose. The call rests on the fitted dose curve; in most records, active means well fitted curve in the direction sought with a large enough effect; inconclusive means small, poorly fitted or top-dose-only effect, or another doubt; inactive means no such curve, though single readings can be large; an effect the other way counts as inactive or inconclusive. On the % scale 0 is the no-effect control and ±100 the full control effect; potency means the concentration at half of the fitted maximal effect. Random draw from the library; any-hit rate near 18%.

No. | Compound | TDP1 cell noCPT | TDP1 block | TDP1 cell CPT
1 | COCCN(CCOC)Cc1c(C)[nH]c2ccccc2c1=O | -10% | 8% | -12%
2 | O=C(N/N=C/c1cc([N+](=O)[O-])ccc1O)c1cccc(NC(=O)c2cccc(Cl)c2)c1 | 3.3µM* | 56µM* | 5.2µM*
3 | O=c1c(-c2cc(F)cc(F)c2)nc2cnc(N3CCOCC3)nc2n1CCc1ccccc1 | 16% | x | -1%
4 | COc1ccc(CCNC(=O)C2CCN(S(=O)(=O)c3cnc[nH]3)CC2)cc1OC | -2% | 8% | 6%
5 | COc1ccc(NC(=O)Nc2ccc(Br)cn2)cc1 | 14% | 2% | -28%
6 | Cc1ccc(NS(=O)(=O)c2ccc(NC(=O)C(C)Sc3ccc(Cl)cc3)cc2)c(C)c1 (configuration not stated) | 6% | 3% | u
7 | CCCNC(=S)NC1CCCC1 | u | 5% | -22%
8 | COc1ccccc1CNC(=O)CC(C)c1ccccc1 (configuration not stated) | -9% | 2% | -7%
9 | c1ccc(-c2cc3c(N4CCCCC4)ncnc3s2)cc1 | u | 2% | -39%
10 | Cc1ccc(C)c(N2CCN(C3=C(c4ccccc4)C(=O)c4ccccc43)CC2)c1 | 16µM* | 8% | 7.3µM*
11 | Cc1ccc(COC(=O)CCc2nc3ccccc3c(=O)[nH]2)cc1 | -4% | 0% | -2%
12 | Cc1cc(C)cc(OCC(=O)N/N=C/c2ccccn2)c1 | -28% | -6% | u
13 | CCCCCCCC[n+]1cccc(C(=O)N(CC)CC)c1 | u | -1% | -26%
14 | C[C@H](NC(=O)c1nc[nH]c1C(=O)NCCCCCN)C(=O)OCc1ccccc1 | -20% | -13% | -12%
15 | CCOc1cc(S(=O)(=O)NC2CC(C)(C)NC(C)(C)C2)ccc1Cl | 9% | x | -11%
16 | COc1ccc(Nc2c(-c3ccc(C)o3)nc3ccc(Cl)cn23)cc1 | 18µM* | 3% | 7.3µM*
17 | NC(=O)c1cc2ccccc2o/c1=N\NC(=O)c1ccc(F)cc1 | 8.2µM* | x | 21µM*
18 | C=CCNS(=O)(=O)c1ccc(C(=O)OCc2cc(=O)oc3cc(OC)ccc23)cc1 | -7% | 5% | 3%
19 | CCCC(=O)NC(=S)Nc1cccc(-c2nc3ncccc3o2)c1 | -26% | -9% | 12%
20 | CC(C)(C)C(=O)Nc1nc2c(c(=O)[nH]1)CCCC2 | 3% | 3% | 9%
21 | COc1ccc(OC)c(NC(=O)c2cccc(N3C(=O)C4C5CCC(C5)C4C3=O)c2)c1 (configuration not stated) | 16µM* | 1% | 23µM*
22 | O=C(NCCN1CCOCC1)c1ccc(NC(=O)C2COc3ccccc3O2)cc1 (configuration not stated) | -8% | 0% | -5%
23 | CCOc1ccccc1NC(=O)CSc1ncc(S(=O)(=O)c2ccc(C)c(C)c2)c(N)n1 | 23µM* | 1% | u
24 | OC(COCc1cccs1)CN1CCN(c2ccccn2)CC1 (configuration not stated) | -2% | 4% | -14%
25 | O=C(NCc1ccc2c(c1)OCO2)C1CC(=O)N(C2CCCC2)C1 (configuration not stated) | -6% | -3% | -1%
26 | CSc1ccccc1NC(=O)CN(C)S(=O)(=O)c1ccc(F)cc1 | -4% | 2% | -23%
27 | NS(=O)(=O)c1ccc(S(=O)(=O)N2CCN(C3CCCC3)CC2)cc1 | -15% | 13% | -8%
28 | CCCOc1cccc(C(=O)NC(=S)Nc2cccc(NC(=O)c3ccccc3Cl)c2)c1 | u | 2% | u
29 | CCCCOC(=O)Cn1nnc2sc(-c3ccccc3)cc2c1=O | -20% | 9% | -14%
30 | O=C(COC(=O)COc1ccccc1)Nc1ccc(Br)cc1Br | -4% | 0% | 5%

Looked up above:
In TDP1 cell noCPT, `Cc1cc(C)cc(OCC(=O)N/N=C/c2ccccn2)c1` has the entry -28%
In TDP1 cell CPT, `CCCCOC(=O)Cn1nnc2sc(-c3ccccc3)cc2c1=O` has the entry -14%

Seven entries from above, set out differently:
Values in the order – TDP1 cell noCPT | TDP1 block | TDP1 cell CPT
(19) CCCC(=O)NC(=S)Nc1cccc(-c2nc3ncccc3o2)c1
 : -26% | -9% | 12%
(20) CC(C)(C)C(=O)Nc1nc2c(c(=O)[nH]1)CCCC2
 : 3% | 3% | 9%
(21) COc1ccc(OC)c(NC(=O)c2cccc(N3C(=O)C4C5CCC(C5)C4C3=O)c2)c1 (configuration not stated)
 : 16µM* | 1% | 23µM*
(22) O=C(NCCN1CCOCC1)c1ccc(NC(=O)C2COc3ccccc3O2)cc1 (configuration not stated)
 : -8% | 0% | -5%
(23) CCOc1ccccc1NC(=O)CSc1ncc(S(=O)(=O)c2ccc(C)c(C)c2)c(N)n1
 : 23µM* | 1% | u
(24) OC(COCc1cccs1)CN1CCN(c2ccccn2)CC1 (configuration not stated)
 : -2% | 4% | -14%
(25) O=C(NCc1ccc2c(c1)OCO2)C1CC(=O)N(C2CCCC2)C1 (configuration not stated)
 : -6% | -3% | -1%

(listing goes on)
No. | Compound | TDP1 cell noCPT | TDP1 block | TDP1 cell CPT
31 | CSc1ccc(CN2CCN(C(=O)c3ccc([N+](=O)[O-])cc3)CC2)cc1 | 21µM* | -5% | u
32 | Cn1c(SCCOc2ccc(Cl)cc2)nnc1-c1ccncc1 | -4% | 2% | -28%
33 | CCc1ccccc1NC(=O)CNC(=O)c1cc(C2CC2)nn1-c1ccccc1 | -18% | 0%[56.1 µM] | u
34 | COc1cccc(CN(C)CC(=O)NCc2ccccc2Cl)c1OC | u | 3% | -23%
35 | Cc1ccc(N(C(=O)c2ccccn2)C2(C(=O)NC3CCCC3)CCCCC2)cc1 | 1.6µM* | 4% | 0.52µM*
36 | C[C@H](O)[C@@H]1C(=O)N2CCc3c([nH]c4ccccc34)[C@@H]2C[C@@H]1N(C)C(=O)Nc1ccc(F)cc1 | u | x | u
37 | O=C(NCc1ccccn1)C1COc2ccccc2O1 (configuration not stated) | -11% | 4% | -14%
38 | CCOc1ccccc1C(=O)N1CC(=O)Nc2ccc(C)cc2C1c1ccccc1 (configuration not stated) | 23µM* | 3% | u
39 | Cc1ccc(C2=Nc3ccccc3N=C(C(Cl)Cl)C2)cc1 | 16µM* | 9% | 18µM*
40 | NC(Cc1ccc(F)cc1)c1csc(Nc2cc(Oc3ccccc3)ncn2)n1 (configuration not stated) | u | x | u
41 | NC(=O)/C(=C/c1ccco1)NC(=O)c1ccc(Br)o1 | 10% | x | 10%
42 | CCc1nn(CCCC(=O)NCc2ccc(OC(C)C)cc2)c(=O)c2cc3occc3n12 | 12µM* | 3%&2% | u
43 | NC(N)=NCC(O)CN(c1ccccc1)c1ccccc1 (configuration not stated) | 15µM* | 0% | u
44 | Cc1ccc(C(c2nnnn2C2CCCCC2)N2CCc3ccccc32)cc1 (configuration not stated) | u | 3% | u
45 | O=C(COC(=O)CCC1CCCC1)Nc1ccccc1Br | -7% | 79µM* | -24%
46 | CC(C)=Cc1c(O)nc2ccccn2c1=O | 13% | -3% | 6%
47 | CCc1nnc(NCn2nc(C)cc2C)s1 | -15% | x | -14%
48 | NC(=O)CNC(=O)[C@@H]1CC2(CC(c3ccccc3)=NO2)CN1C(=O)c1ccc(Br)cc1 (some centres not stated) | 4% | 2% | -9%
49 | CCC(C)NC(=O)c1ccccc1NC(=O)CN(c1cc(C)ccc1OC)S(C)(=O)=O (configuration not stated) | 0% | 3% | -7%
50 | OC(CNCC1COc2ccccc2O1)COc1ccccc1F (configuration not stated) | -17% | 1% | 0%
51 | OC(CNCc1ccccn1)c1ccccc1 (configuration not stated) | u | -4% | -8%
52 | Cc1ccc(NC2(C#N)C(=O)Nc3ccccc32)cc1 (configuration not stated) | -22% | 2% | -8%
53 | O=C(NC(=S)Nc1nc2c(s1)CCCC2)c1ccccc1 | 29µM* | 3% | u
54 | CCc1ccc(CN2CCCC(CNC(=O)c3cccc(OC)c3OC)C2)cc1 (configuration not stated) | -22% | x | -7%
55 | CCc1nc(N2CCN(C(=O)CCl)CC2)c2c3c(sc2n1)CC(C)CC3 (configuration not stated) | 6.5µM* | 6% | 3.3µM*
56 | Nc1ccccc1C(=O)NC1CCCNC1=O (configuration not stated) | -5% | x | 14%
57 | O=C(C[C@H]1C/C=C\C[C@H](NC(=O)OCC2c3ccccc3-c3ccccc32)C(=O)O[C@H](c2ccccc2)CNC1=O)N[C@H](CO)Cc1ccccc1 | 3.7µM* | -2% | 3.3µM*
58 | O=C(Nc1sc2c(c1C(=O)O)CCCCC2)c1ccco1 | u | 0% | u
59 | COc1ccc(CCNS(=O)(=O)c2c(C)nc3sc(C)cn3c2=O)cc1OC | -4% | 5% | -12%
60 | CCOC(=O)c1c(NC(=O)c2ccc(OCC)c(Br)c2)sc2c1CCCC2 | -13% | -6%[12.3 µM] | -1%
61 | CCOC(=O)C1CCCN(c2c(N3CCC(N4CCCCC4)CC3)c(=O)c2=O)C1 (configuration not stated) | -5% | 2% | -3%
62 | Cc1nnc(N2CCCCC2)c2ccccc12 | u | 0% | -20%
63 | O=C(CNC(=O)c1cccs1)N=Nc1c(O)[nH]c2ccc(Br)cc12 | u | 4% | -3%
64 | Cn1c(=O)c2c(-c3cccc(Br)c3)c(C#N)c(N)nc2n(C)c1=O | u | 3% | u
65 | CSCCC(NC(=O)c1ccco1)C(=O)NCCc1ccc(Cl)cc1 (configuration not stated) | 7% | 1% | -6%
66 | O=C(NC1CCCCCC1)C1CCN(C(=O)N2CCOc3ccccc32)CC1 | u | -1% | u
67 | Cc1nn(C)c(C(=O)N2CCc3ccccc32)c1Cl | -7% | 7% | -17%
68 | CC1(C(=O)NS(=O)(=O)c2ccc(Cl)s2)CCN1C(=O)CCc1ccccc1 (configuration not stated) | -10% | x | -29%
69 | c1ccc(Oc2cccc(OCCCn3cncn3)c2)cc1 | -20% | 7% | -19%
70 | NC(=O)CN(c1ccc(Oc2ccccc2)cc1)S(=O)(=O)c1ccccc1 | u | 2% | 21µM*
71 | O=C(NC1=NCCS1)C1CCN(S(=O)(=O)c2ccccc2C(F)(F)F)CC1 | -11% | 0% | -25%
72 | Cc1ccc(C(=O)N2CCCC(CCC(=O)NCc3ccccc3F)C2)cn1 (configuration not stated) | 5% | 6% | -7%
73 | COc1ccccc1NC(=O)Nc1ccc(C(N)=O)cc1 | u | 3% | -26%
74 | Cc1ccc(S(=O)(=O)N2[C@@H](c3ccc(F)cc3)C(C(=O)O)=CC[C@H]2c2ccc(Cl)cc2)cc1 | -21% | -3% | -2%
75 | Cc1ccc(S(=O)(=O)N2CCN(CC(=O)N/N=C/c3ccccc3OCC(=O)O)CC2)cc1 | -5% | 3% | 4%
76 | Cc1ccc(CN2CCC(Oc3cccc(C(=O)N(C)CCN(C)C)c3)CC2)cc1C | u | x | u
77 | O=C(Nc1sc2c(c1C(=O)O)CCCC2)c1cccc(Cl)c1 | -4% | x | -25%
78 | O=C(COC(=O)c1cc(=O)c2ccccc2o1)Nc1cc(Cl)ccc1Cl | -12% | 0% | -3%
79 | Cn1c(=O)cc(OCC(=O)N2CCC(N3CCCCC3)CC2)c2ccccc21 | 10% | 4% | 6%
80 | OCCC1CN(Cc2ccc3nonc3c2)CCN1Cc1ccsc1 (configuration not stated) | -27% | -5% | -25%
81 | Cc1ccc2sc(=O)[nH]c2c1 | -14% | 3% | 2%
82 | Cc1ccc2nc(C(F)C(F)(F)F)[nH]c2c1 (configuration not stated) | -21% | -5% | -1%
83 | CC1CCCC(NC(=S)NC(=O)c2ccco2)C1C (configuration not stated) | u | 1% | 15µM*
84 | O=[N+]([O-])c1ccc(S(=O)(=O)Nc2cccc(-c3ccc(N4CCOCC4)nn3)c2)cc1 | u | 0%[0.505 µM] | u
85 | CCc1nc2ccc(C(=O)NCCCn3ccnc3)cn2c1N(C)Cc1cc2ccccc2s1 | 16µM* | x | u
86 | COC(=O)C1CCCCN1C(=O)c1ccc2oc(Cc3ccccc3)nc2c1 (configuration not stated) | u | 5% | -18%
87 | Cc1cc(C)n(-c2nc(NCC(C)O)c3c4c(sc3n2)CCCC4)n1 (configuration not stated) | 18µM* | 4% | u
88 | CCN(c1ccccc1)S(=O)(=O)c1ccc(NC(=S)NC(=O)c2cccs2)cc1 | 23µM* | 0% | u
89 | Cc1cc(Br)ccc1SCC(=O)Nc1cccnc1 | -24% | -3% | -9%
90 | Cc1ccc(C)c(NC(=O)COC(=O)c2ccc3c(c2)OCO3)c1 | 9% | 0% | 1%
91 | COc1ccc(S(=O)(=O)N2CCC[C@H]2C(=O)N2CCC[C@H]2C(=O)NCc2ccncc2)cc1C | -34% | x | -35%
92 | CC(C)(C)c1nnc2sc(SCC(=O)N3CCCc4ccccc43)nn2c1=O | 23µM* | 6% | u
93 | COc1ccc(C(C)=O)cc1COC(=O)C1CC(=O)N(Cc2ccccc2)C1 (configuration not stated) | 9% | 3% | 5%
